High-throughput results as filed in PubChem.
AmpC no deterg: inhibitors of E. coli AmpC beta-lactamase without detergent | AmpC nitrocefin hydrolysis, absorbance 480 nm, 0.0001% Triton | Potency, µM (series often up to 57.1 µM), inactives show at the highest dose activity change, negative = inhibition, hits mostly inhibitors | actives 0.52% (n = 330,000) | AID 485341;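 further: potency means the concentration at half of the fitted maximal effect; plate controls were no compound for no effect and no enzyme for full effect; nearly all actives have a fitted effect of over 20% in size; some results filed as inactive show a strong effect at the top dose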
Target sequence (P00811 whole entry, looked up): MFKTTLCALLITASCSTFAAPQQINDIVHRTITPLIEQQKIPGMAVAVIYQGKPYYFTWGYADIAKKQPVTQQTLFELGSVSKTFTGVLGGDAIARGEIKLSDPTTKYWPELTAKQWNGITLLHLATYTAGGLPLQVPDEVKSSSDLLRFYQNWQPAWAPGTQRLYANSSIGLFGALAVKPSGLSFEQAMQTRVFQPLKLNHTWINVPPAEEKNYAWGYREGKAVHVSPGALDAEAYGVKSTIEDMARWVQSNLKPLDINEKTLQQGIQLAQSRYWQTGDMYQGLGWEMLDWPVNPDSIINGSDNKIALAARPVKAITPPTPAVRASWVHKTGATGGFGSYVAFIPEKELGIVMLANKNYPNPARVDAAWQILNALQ
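20 mM phosphate pH 7.0 + 0.01% (detergent screen) or 0.0001% Triton X-100; 5.3 nM AmpC reagent; cpd preinc 15 min RT; nitrocefin (800 uM stock) to start; A480 q20 s × 4 min; Activity was normalised to no-enzyme and no-compound control wells.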
AmpC detergent: inhibitors of E. coli AmpC beta-lactamase with detergent. Potency, µM (top dose mostly 114 µM), for the others: at the top dose activity change, negative = inhibition, actives largely listed as inhibitors. AID 485294. AmpC hydrolysis of nitrocefin, absorbance 480 nm, 0.01% Triton. actives 0.041% (n = 370,000). P00811;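 further: potency means the concentration at half of the fitted maximal effect; 0% = no-compound wells and -100% = no-enzyme wells; nearly all actives have a fitted effect of over 25% in size; some results filed as inactive show a strong effect at the top dose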
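20 mM phosphate pH 7.0 + 0.01% (detergent screen) or 0.0001% Triton X-100; 5.3 nM AmpC reagent; cpd preinc 15 min RT; nitrocefin (800 uM stock) to start; A480 q20 s × 4 min; Activity was normalised to no-enzyme and no-compound control wells.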
Sm TGR block: S. mansoni TGR enzyme inhibition; actives 3% (n = 360,000); purified TGR, DTNB reduction, TNB absorbance 405 nm; Potency, µM (doses to about 114 µM), without a hit: top-dose activity change, negative = inhibition, actives largely listed as inhibitors; AID 485364; further: potency means the concentration at half of the fitted maximal effect; nearly all actives have a fitted effect of over 60% in size
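First, TGR (20 nM dispensed) and NADPH were mixed with compound. Second, a 15 min room-temperature incubation followed. Third, further NADPH and then DTNB were added to start the reaction. Finally, TNB absorbance was monitored kinetically.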
AMA1 RON2 block: disrupts binding of P. falciparum AMA1 to RON2; AlphaScreen AMA1-biotinylated RON2 peptide binding; Potency, µM (titrated, usually from 58.2 µM), inactives show at the highest dose activity change, negative = inhibition, hits mostly inhibitors; AID 720542; actives 0.2% (n = 360,000);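 further: potency means the concentration at half of the fitted maximal effect; 0% = vehicle wells and -100% = peptide control; nearly all actives have a fitted effect of over 45% in size; some results filed as inactive show a strong effect at the top dose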
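AMA1 (3D7) with his tag at 25 nM final met compounds first, then biotinylated RON2 peptide at 25 nM; detection used donor plus acceptor beads, 10 µg/mL apiece, read by AlphaScreen after 30 min at room temperature.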
HCMV antiviral: inhibitors of human cytomegalovirus | actives 4.5% (n = 410,000) | HFF cells, HCMV-luciferase reporter, 72 h; stronger effect = lower value | activity change, negative = inhibition, % at 57.5 µM | AID 1259415; in the data active means activity change below about -60%; inconclusive means no clear call, values can overlap the other calls; inactive means above about -39%
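Luciferase read-out from HCMV-luciferase-infected HFFs (MOI 1 PFU/cell) 72 h post infection at 37C; compounds added after 16 h cell attachment; activity normalized between buffer-only basal and Salinomycin (10uM) inhibitor controls.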
Giardia FBPA inh: Giardia lamblia aldolase inhibition; purified Giardia FBPA; A8B2U2; actives 0.71% (n = 290,000); Potency, µM (titrated, usually from 59.6 µM), without a hit: at the top dose activity, negative = inhibition, actives largely listed as inhibitors; further: potency means the concentration at half of the fitted maximal effect; nearly all actives have a fitted effect of over 55% in size
Target sequence (A8B2U2 whole entry, looked up): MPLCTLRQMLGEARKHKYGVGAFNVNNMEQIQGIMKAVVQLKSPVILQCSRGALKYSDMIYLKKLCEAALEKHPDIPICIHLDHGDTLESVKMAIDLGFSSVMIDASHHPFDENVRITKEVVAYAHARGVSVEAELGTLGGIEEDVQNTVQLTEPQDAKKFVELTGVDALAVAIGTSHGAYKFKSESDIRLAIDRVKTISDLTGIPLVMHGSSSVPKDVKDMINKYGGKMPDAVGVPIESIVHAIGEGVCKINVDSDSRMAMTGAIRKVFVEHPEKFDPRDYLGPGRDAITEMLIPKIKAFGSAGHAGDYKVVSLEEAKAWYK
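Giardia FBPA (40 nM reagent) was preincubated 10 min at RT with compound (up to 57.5 uM final), then substrate plus GAPDH/TPI/NAD/arsenate coupling system with diaphorase/resazurin was added; resorufin fluorescence (525/598 nm) was read after 20 min.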
* = called active by the depositor; ? = inconclusive; / = no result given; & = joins results of further samples; [ ] = dose if it differs, or a comment. Unless noted, the call rests on the fitted dose curve; in most records, active means well fitted curve in the direction sought with a large enough effect; inconclusive means small, poorly fitted or top-dose-only effect, or another doubt; inactive means no such curve, though single readings can be large; an effect the other way counts as inactive or inconclusive. Unless noted, on the % scale 0 is the no-effect control and ±100 the full control effect.

compound | AmpC no deterg | AmpC detergent | Sm TGR block | AMA1 RON2 block | HCMV antiviral | Giardia FBPA inh
CC1CCCC(C(=O)O)N1C(=O)CCSC(=O)c1ccccc1 (centres undefined) | -14.9% | ? | 12.9% | -0.9% | -7.5 | 20.2%
CCc1ccc(C2C(C(=O)Nc3ccccc3OC)=C(C)Nc3c(C(=O)Nc4ccc(C)cc4)cnn32)cc1 (centres undefined) | / | 3.8% | 1.8% | / | -34.1 | /
Cc1cc(SCC(=O)O)nc2ccccc12 | -13.9%&-21.2% | -7.7%&-3.5% | 12.7% | 23.8%&-9.4% | 10.9&-12.4 | 8.1%&14.3%
Cc1ccc(-c2nnn(CC(=O)N(Cc3cccs3)C(C(=O)NC(C)(C)C)c3ccco3)n2)o1 (centres undefined) | -0.6% | -12.3% | ? | 4.6% | -20.6 | 2.7%
N#Cc1c(N2C(=O)Nc3ccccc3N2O)sc2c1CCCC2 | -28.5% | -0.9% | 17.2% | 7.9% | -18.6 | 5.5%
Cc1ccc(SCC(=O)Nc2ccc(N3CCN(C)CC3)c(F)c2)c(C)c1 | 85.2%[activator] | 7.3% | / | -4.4% | 98.7 | 2.4%
CCN1CCN(C(c2cccs2)C(C)NS(=O)(=O)c2ccccc2)CC1 (centres undefined) | -20.8% | 5.5% | 13.6% | 3.4% | 1.9 | 7.3%
C=CCNC(=O)c1onc(CSc2ccncc2)c1C(=O)NCC=C | 72.9%[activator] | 2.7% | -0.9% | 19.3% | -0.5 | 1.3%
N#Cc1c(SCC(N)=O)nsc1SCc1ccccc1Cl | -9.4% | 1.0% | 18.6% | -9.8% | 29.6 | 13.5%
O=C1C=C(c2cc(C(F)(F)F)cc(C(F)(F)F)c2)C[C@@H](c2ccc3c(c2)OCO3)C1 | -32.0% | -1.8% | 2.8% | -7.5% | 53.1 | /
CCc1nc(NCc2ccc3c(c2)OCO3)c2oc3ccccc3c2n1 | -12.2% | -9.5% | 6.9% | -9.9% | 76.4 | -6.2%
CCCCCC(=O)N1CCN(CCN=CC2=C(O)CC(c3ccc(OC)cc3)CC2=O)CC1 (centres undefined) | 29.6% | 3.8% | 50.1µM* | -2.7%&13.5% | -34.9&17.2 | 3.8%
COc1cccc(-c2nc3n(n2)C(c2cccs2)C(C(=O)Nc2cccnc2)=C(C)N3)c1 (centres undefined) | 3.7% | -14.9% | -12.8% | 7.9% | 60.3 | -3.9%
CCCCCCCC(=O)N1c2ccccc2NC(=O)C1CC(=O)Nc1ccc(C(=O)O)cc1 (centres undefined) | -35.4% | -4.0% | 2.3% | -2.8% | -18.4 | 10.8%
CN1CCN(S(=O)(=O)c2ccc(N)cc2)CC1 | -19.6% | -13.4% | -6.7% | -0.1% | 10.7 | 0.0%
COc1ccc(NC(=O)c2ccccc2NC(=O)COc2ccccc2)cc1 | -11.2% | 5.3% | -7.7% | -2.7% | 32.2 | -0.9%
CCC(=O)n1nc(-c2cccnc2)nc1NCc1cccs1 | -2.2% | 3.0% | -2.6% | -6.1% | 7.3 | -0.1%
CCc1ccc(/C=C2\Oc3c(ccc(O)c3CN3CCN(CCO)CC3)C2=O)cc1 | 123.0%[activator] | -0.6% | -16.9% | 11.1% | -8.8 | 2.0%
COc1cc(CN2CCCCC2)ccc1OCc1ccccc1 | -0.4% | -7.5% | 4.6% | -15.8% | 45.8 | ?
Cc1ccc(S(=O)(=O)N2CCC(C(=O)NN3CCCCC3)CC2)cc1 | -18.7% | -14.4% | -11.5% | 8.5% | 24.1 | /
CCC1C(C#N)=C(SC)NC2=C1C(=O)CC(C)(C)C2 (centres undefined) | -23.6% | -14.3% | ? | 13.7% | -9.9 | 1.3%
O=S1(=O)[C@H]2C[C@H](CO)O[C@@]2(CO)CN1Cc1ccc(-c2ccc(F)cc2)cc1 | 115.6%[activator] | / | / | 22.0% | -20.0 | /
COc1cc(C2NC(=O)NC(O)(C(F)(F)F)C2C(=O)c2ccc(Cl)cc2)ccc1O (centres undefined) | 0.7% | -0.9% | ? | -12.4% | -30.6 | /
O=C1c2cccc3cc([N+](=O)[O-])cc(c23)C(=O)N1CCN1CCCC1 | 0.2% | 5.5% | -17.2% | 21.7% | -100.2* | -5.6%
CC(OC(=O)c1cccnc1Cl)C(=O)Nc1ccc(S(N)(=O)=O)cc1 (centres undefined) | -23.5% | -6.9% | -6.3% | 1.8% | -32.1 | 6.9%
Cc1nc(NC(=O)CCC(=O)O)sc1C(=O)N(C)C | -13.2% | -4.2% | 6.3% | -4.1% | 105.0 | -0.9%
O=C1CCCC/C1=C/Nc1ccc(C(=O)O)cc1 | -9.1% | -1.3% | ? | 0.5% | 40.3 | -6.4%
O=C(CSc1nnc2[nH]c(=O)cc(-c3ccccc3)n12)Nc1ccc(OC(F)(F)F)cc1 | / | 2.5% | 1.9% | / | 21.6 | /
O=C(c1cc(Cl)ccc1Cl)N1CCN(Cc2ccccc2)CC1 | 18.1% | -17.5% | -18.8% | 8.5% | 9.2 | -27.4%
O=c1[nH]c(CN(CCc2ccccc2)S(=O)(=O)c2ccc(Cl)cc2)nc2ccccc12 | -32.6% | 1.7% | 1.3% | -0.5% | -17.0 | -3.4%

Continued, overlapping the part above by four compounds.
compound | AmpC no deterg | AmpC detergent | Sm TGR block | AMA1 RON2 block | HCMV antiviral | Giardia FBPA inh
O=C1CCCC/C1=C/Nc1ccc(C(=O)O)cc1 | -9.1% | -1.3% | ? | 0.5% | 40.3 | -6.4%
O=C(CSc1nnc2[nH]c(=O)cc(-c3ccccc3)n12)Nc1ccc(OC(F)(F)F)cc1 | / | 2.5% | 1.9% | / | 21.6 | /
O=C(c1cc(Cl)ccc1Cl)N1CCN(Cc2ccccc2)CC1 | 18.1% | -17.5% | -18.8% | 8.5% | 9.2 | -27.4%
O=c1[nH]c(CN(CCc2ccccc2)S(=O)(=O)c2ccc(Cl)cc2)nc2ccccc12 | -32.6% | 1.7% | 1.3% | -0.5% | -17.0 | -3.4%
CCOC(=O)Cc1nnc(NC(=O)CSc2ncc(-c3ccccc3)nn2)s1 | -34.1% | 2.2% | 11.0% | 0.1% | -5.5 | 4.1%
CCOC(=O)c1cc(C)nn1-c1nc(Cl)cc(OC)n1 | -5.3% | -12.7% | -0.9% | -1.1% | 10.3 | 1.3%
CCN(CC)C(=O)c1[nH]cnc1C(=O)NCc1ccccc1 | 0.2% | / | / | 26.7% | 8.2 | /
Cn1c(=O)c2c(nc(NCc3ccco3)n2CC(O)COc2ccccc2)n(C)c1=O (centres undefined) | 109.8%[activator] | -20.8% | -15.6% | -8.0% | 32.1 | 6.1%
CN(C)C(C)(C)C#CCC(c1ccccc1)c1ccccc1 | 64.2%[activator] | -9.3% | -0.1% | ? | ? | -13.1%
CC(=O)c1cccc(-n2nnnc2SCC(=O)NNC(=O)C2CCCCC2)c1 | -24.1% | 2.5% | -12.5% | 88.7%[activator] | -24.7 | 2.8%
COc1ccccc1C1/C(=C(/O)c2ccc(C)cc2)C(=O)C(=O)N1CC(C)O (centres undefined) | -20.4% | 1.1% | -29.0% | 1.7% | -12.7 | -19.9%
CCOC(=O)/C=C/[C@H]1CCc2cccc(C)c2O1 | -17.7% | 2.7% | 2.4% | 12.4% | 24.8 | /
Cc1ccc(C)c(NC(=O)CN(C)C(=O)c2ccccc2Cc2ccccc2)c1 | 19.9% | -0.3% | 6.5% | 2.3% | -17.7 | /
O=C(NC1CCS(=O)(=O)C1)C1C2CC3CC(C2)CC1C3 (centres undefined) | -35.5% | 5.3% | 3.1% | 27.2% | 23.8 | 6.6%
COC(=O)c1cc(S(=O)(=O)NCC2CCN(Cc3ccc(F)cc3)CC2)cn1C | -23.8% | -1.1%&1.7% | -12.5%&-6.7% | -5.6% | ? | /
O=C(COC(=O)c1cccc(Br)c1)Nc1ccc2[nH]c(=O)[nH]c2c1 | -35.7% | ? | -1.3% | -3.4% | -7.0 | /
COc1ccc(NC(=O)c2cccc(S(=O)(=O)N3CCN(C)CC3)c2)c(OC)c1 | -5.5% | 6.8% | 4.6% | 3.4% | -23.2 | 4.4%
Cc1ccccc1C(=O)NC(=S)NCC1CCCO1 (centres undefined) | -11.5% | -0.2% | ? | 0.0% | -4.1 | 1.8%
CCOc1cc(C(=O)OCc2ccc([N+](=O)[O-])cc2)ccc1OCC(=O)N1CCOCC1 | 180.9%[activator] | ? | -5.5% | 0.7% | -8.6 | /
COc1ccc(N2CCN(C(=O)COC(=O)c3ccc(Cl)nc3)CC2)cc1 | 0.4% | 2.6% | -2.8% | 13.8% | 29.1 | /
COc1ccc(C)cc1Nc1n[n+](C)c(-c2ccc(C(=O)O)cc2)s1 | -10.9% | 10.4% | 4.0% | / | / | 6.3%
CN(C)c1ccc(/C=c2/sc3n(c2=O)NC2(c4ccccc4)N(C)C(=O)N(C)C2(c2ccccc2)N=3)cc1 (centres undefined) | -13.3% | -11.2% | 0.5% | / | / | -5.1%
C=CCN1C(=O)c2ccc(C(=O)NCC(c3ccccc3)N(C)C)cc2C1=O (centres undefined) | 14.1% | ? | 5.0% | -5.0% | 5.2 | /
O=C(NCc1ccccc1)[C@H]1C[C@@H]1[C@H](NP(=O)(c1ccccc1)c1ccccc1)c1ccccc1 | 101.8% | 174.0%[activator] | -1.0% | 10.0% | -16.0 | 26.6%&6.3%
CCC(C)n1c(O)c(C=Nc2cccc(C(F)(F)F)c2)c(=O)[nH]c1=S (centres undefined) | -44.6% | -8.1% | 0.9% | 41.5%[activator] | 55.6 | -3.1%
Cc1ccc(S(=O)(=O)NCC(=O)NNC(=O)c2ccc(Br)cc2)cc1C | -38.9% | / | / | 65.9%[activator] | -33.6 | /
O=C(NNC(=O)C1CC1c1ccccc1)c1cccc([N+](=O)[O-])c1 (centres undefined) | -17.8% | -7.4% | 9.6% | 43.6%[activator] | 36.7 | 5.6%
Cc1cccc(C)c1NC(=O)NN=C1CCCCC1 | -22.9% | -3.0% | -1.9% | 61.1%[activator] | -3.7 | -0.7%
CNc1ccccc1C(C)(C)c1cc(-c2ccc(F)cc2)no1 | -16.1% | 0.5% | -15.3% | -12.5% | -84.7* | -1.5%
CCOC(=O)c1[nH]ncc1CN1CCCC(C(=O)c2ccc(OC)c(OC)c2)C1 (centres undefined) | -10.5% | 1.3% | 5.6%[57.1 µM] | 2.7% | 55.4 | -0.9%
CCC(=O)Nc1ccc2c(c1)nc(CCN1CCN(C)CC1)n2C | -15.2% | -12.1% | -7.3% | 53.4%[activator] | 27.3 | -13.5%
NNC(=O)COc1ccc(-c2n[nH]c(C(F)(F)F)c2-c2ccc(Br)cc2)c(O)c1 | -43.9% | 1.2% | -14.8% | 31.0%[activator] | 27.4 | 0.0%
COc1ccc(C(=O)C2CCCN(C(=O)c3ccc(C(C)=O)s3)C2)c(C)c1 (centres undefined) | 39.8% | -6.3% | -2.3% | 0.0% | 11.0 | -1.1%
Cc1ccc[n+](CC(=O)/C=C2\N(C)c3ccccc3C2(C)C)c1 | -15.5% | -1.0% | -13.0% | 5.6%[11.6 µM] | -97.5* | 0.5%
